High-throughput results from PubChem.
Glioma ERSR ind: ER stress response induction in glioma; U87-MG GRP78 promoter luciferase reporter, 16 h; Potency, µM, without a hit: at the highest dose activation, actives largely listed as activators; hit rate 0.02% among 420,000; note: potency is the fitted concentration of half-maximal effect; series mostly up to about 76 µM; % of control where 0% means no effect; nearly all actives have a fitted effect of over 35% in size
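Stably transfected U87-MG glioma cells carrying a GRP78-based luciferase sensor; 16 h compound incubation. Luminescence end-point read 10 min after Bright-Glo addition at room temperature.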
Vif-APOBEC3F blk: inhibitors of Vif-A3F interaction. HeLa A3F-eYFP + Vif (tagged APOBEC3F with the HIV-1 protein that degrades it), YFP fluorescence increase. Potency, µM (titrated, usually from 46.1 µM), without a hit: at the top dose activity, negative = active. hit rate 0.2% among 390,000. AID 602313; note: potency is the fitted concentration of half-maximal effect; % of control where 0% means no effect; nearly all actives have a fitted effect of over 65% in size
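HeLa cells stably expressing A3F-eYFP plus Vif, plated and incubated overnight at 37 deg C, then exposed to compounds overnight at 37 deg C. Blocked degradation read as raised yellow fluorescence (Ex 488/Em 500-530).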
RXFP1 ag: activates the human relaxin receptor RXFP1; Q9HBX9; Potency, µM (doses to about 57.5 µM), for the others: at the top dose activation, actives largely listed as activators; HEK293T-RXFP1 cAMP TR-FRET, 30 min; response scale: percent of porcine relaxin response, buffer zero; hit rate 0.3% among 370,000; note: potency is the fitted concentration of half-maximal effect; % is set by controls: 0 for no effect and ±100 for the full control effect; nearly all actives have a fitted effect of over 60% in size; many of its hits are not listed in these tables
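HEK293T cells stably expressing RXFP1 were pretreated with the PDE4 inhibitor Ro 20174, exposed to compounds for 30 min at 37C, lysed, and cAMP was read by TR-FRET. Data normalized to buffer (basal) and 29 nM porcine relaxin (100%).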
D2 PAM: positive allosteric modulators of human D2 dopamine receptor; HEK293 T-REx D2, calcium flux, EC20 dopamine potentiation; potentiation, % at 10 µM; hit rate 0.34% among 340,000; P14416;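 active = potentiation over 3 SD above the plate norm, cut at about 30% in these data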; note: 0% is about no effect
Target sequence (P14416 whole entry, looked up): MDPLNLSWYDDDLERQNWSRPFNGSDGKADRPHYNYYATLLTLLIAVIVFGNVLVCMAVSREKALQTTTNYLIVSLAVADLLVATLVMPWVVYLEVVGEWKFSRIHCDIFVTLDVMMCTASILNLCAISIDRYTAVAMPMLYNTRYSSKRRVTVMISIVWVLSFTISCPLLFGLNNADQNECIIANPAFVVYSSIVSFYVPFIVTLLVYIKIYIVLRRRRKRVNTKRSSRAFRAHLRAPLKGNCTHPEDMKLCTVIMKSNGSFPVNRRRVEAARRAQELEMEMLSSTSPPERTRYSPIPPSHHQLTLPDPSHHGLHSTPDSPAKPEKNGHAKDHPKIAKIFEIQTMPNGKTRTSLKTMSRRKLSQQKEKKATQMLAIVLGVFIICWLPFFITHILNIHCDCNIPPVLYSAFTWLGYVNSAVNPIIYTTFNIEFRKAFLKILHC
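Primary screen. Calcium kinetics in induced HEK293 T-REx D2 cells: compound pre-addition 180 s, EC20 dopamine, 180 s more.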
Vif-APOBEC3G blk: Vif-A3G binding inhibition. Q9HC16. HeLa A3G-eYFP + Vif (tagged APOBEC3G with the HIV-1 protein that degrades it), YFP fluorescence, overnight. Potency, µM (titrated, usually from 46.1 µM), without a hit: top-dose activity, negative = active, usual class: inhibitors. hit rate 0.076% among 410,000. AID 602310;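 note: potency is the fitted concentration of half-maximal effect; % is set by controls: 0 for no effect and ±100 for the full control effect; nearly all actives have a fitted effect of over 60% in size; hits raise eYFP signal because A3G escapes Vif-driven loss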
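Read-out is eYFP fluorescence (Ex 488/Em 500-530) from Vif-expressing HeLa A3G-eYFP cells; more signal means A3G escaped Vif-mediated degradation. Cells plated overnight, compound pinned in, incubated overnight at 37 deg C.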
RXFP1 antag: blocks the human relaxin receptor RXFP1; Q9HBX9; hit rate 0.59% among 350,000; activity change, negative = inhibition, % at 57.5 µM; HEK293-RXFP1, relaxin-stimulated cAMP HTRF, 30 min; active compounds read low;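 active = activity change of -60% or lower, but not beyond a set lower limit; inconclusive = change between -60% and -40%, or beyond the set limit; inactive = change above -40%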; note: % is set by controls: 0 for no effect and ±100 for the full control effect
D1 antag: human D1 dopamine receptor antagonism; HEK293 TREx D1 cells, calcium flux, dopamine EC80; active compounds read low; hit rate 3.2% among 360,000; AID 504652; activity change, negative = inhibition, % at 10 µM; in the data active = activity change below about -30%; note: % is set by controls: 0 for no effect and ±100 for the full control effect
Target sequence (P21728 whole entry, looked up): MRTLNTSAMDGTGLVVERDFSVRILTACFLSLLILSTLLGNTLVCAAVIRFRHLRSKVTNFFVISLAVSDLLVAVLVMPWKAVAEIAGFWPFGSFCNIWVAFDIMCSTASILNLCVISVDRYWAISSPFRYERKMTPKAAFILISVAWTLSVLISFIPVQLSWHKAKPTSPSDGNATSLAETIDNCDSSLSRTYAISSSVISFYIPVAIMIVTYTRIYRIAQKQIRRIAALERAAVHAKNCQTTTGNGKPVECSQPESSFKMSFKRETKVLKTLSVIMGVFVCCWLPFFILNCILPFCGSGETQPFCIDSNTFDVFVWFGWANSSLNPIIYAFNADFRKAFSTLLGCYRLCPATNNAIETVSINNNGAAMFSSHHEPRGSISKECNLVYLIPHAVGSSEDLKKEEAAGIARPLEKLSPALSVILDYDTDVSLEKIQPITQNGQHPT
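Calcium flux readout: force-coupled, inducible Hek293 Trex D1 line, cells induced overnight at 30 C with tetracycline, dye-loaded 30–90 min at RT. Antagonism scored against EC80 dopamine challenge given 180 s after compound.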
D1 PAM: enhances dopamine response at the human D1 receptor; HEK293 TREx D1 cells, calcium flux, dopamine EC20 potentiation; potentiation, % at 10 µM; P21728; hit rate 0.036% among 360,000; in the data active = potentiation above about 30%; note: 0% is about no effect
D1 ag: agonists of human D1 dopamine receptor. hit rate 1% among 360,000. activation, % at 2 µM. P21728. AID 504660. HEK293 T-REx D1 cells, calcium flux, agonist mode; in the data active = activation above about 30%; note: 0% is about no effect
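Inducible HEK293 T-REx D1 cells, force-coupled to calcium signalling, were plated at 4000 cells/well with tetracycline and held overnight at 30 C. After no-wash calcium dye loading, compound-evoked calcium rise over 180 s flagged agonists.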
Numbers without * were called inactive; ? = inconclusive; / = no result given. Unless noted, calls come from the whole dose curve; as a rule, active = well fitted curve in the direction sought with a large enough effect; inconclusive = small, poorly fitted or top-dose-only effect, or another doubt; inactive = no such curve, though single readings can be large; an effect the other way counts as inactive or inconclusive. Only part of the results is shown; rates above refer to the full screens.

SMILES	Glioma ERSR ind	Vif-APOBEC3F blk	RXFP1 ag	D2 PAM	Vif-APOBEC3G blk	RXFP1 antag	D1 antag	D1 PAM	D1 ag
O=C(CN1C(=O)NC2(CCOc3ccccc32)C1=O)c1ccc(Cl)s1 (configuration not stated)	2%	-2%	0.7%	3	-13%	-5	-12	-2	7
CC(C)(CNCC(O)c1ccccc1)N1CCOCC1 (configuration not stated)	0%	0%	1.2%	28	1%	5	6	0	5
COc1ccccc1N1CCN(c2ncnc3c2oc2ccccc23)CC1	4%	-4%	1.9%	5	?	-5	-4	0	3
O=C(CNC(=O)c1ccccc1C(=O)O)c1ccccc1	4%	4%	1.3%	-3	1%	2	3	-2	0
COC(=O)[C@H](C)NC(=O)NCCC1=CCCCC1	1%	-11%	-3.2%	3	-2%	-8	2	0	3
CC(C)C(=O)Nc1ccc(C(=O)NNC(=O)C(c2ccccc2)c2ccccc2)cc1	1%	0%	4.2%	5	1%	-8	-3	-5	6
CC(C)Oc1ccc(CCC(=O)N/N=C/c2ccncc2)cc1	1%	3%	-1.8%	-7	-1%	-5	7	-6	1
Cc1cc(SCC(=O)N2CCN(C(=O)c3ccco3)CC2)c(C)cc1Br	-2%	-3%	2.8%	-4	2%	-1	-15	-6	13
COc1ccccc1C1CC(c2ccccc2)=NN1S(=O)(=O)c1ccccc1 (configuration not stated)	-3%	2%	0.8%	11	-5%	0	-34*	2	4
Cc1ccc(C(=O)N2CC(C)SC2=Nc2cccc(S(=O)(=O)N(C)C)c2)cc1 (configuration not stated)	-1%	3%	1.6%	1	0%	7	-18	0	3
Cc1ccc(C(=O)COC(=O)C(Cc2c[nH]c3ccccc23)NC(=O)c2ccc(Br)cc2)cc1 (configuration not stated)	-1%	0%	1.4%	-2	2%	-25	-3	-4	2
Cn1nnnc1SCCNCc1cc(Br)ccc1OCc1ccccc1Cl	0%	13µM*	5.3%	-19	-15%	/	2	-5	14
Cc1ccc(S(=O)(=O)NCCCCCC(=O)Nc2ccccc2C)cc1	-2%	2%	2.0%	3	3%	-12	-28	-4	3
COc1ccc(C(=O)CC(=O)C(=O)Nc2ccccc2Cl)cc1	-8%	-1%	0.0%	-4	0%	8	-13	-10	3
COc1ccc(NC(=O)N(C)C[C@H]2OCc3cnnn3CCCC(=O)N([C@@H](C)CO)C[C@H]2C)cc1	-1%	9%	/	/	-7%	-11	/	/	/
Cc1ccc(NC(=O)N(O)C2CCCCC2C#N)cc1 (configuration not stated)	1%	-13%	/	/	0%	-9	/	/	/
CC(=O)Nc1nonc1-c1nnc(SCc2ccccc2C)n1C	0%	4%	-0.5%	5	5%	0	4	2	-3
CCc1ccc2oc(-c3cc(NC(=O)c4cc([N+](=O)[O-])ccc4N4CCOCC4)ccc3Cl)nc2c1	2%	-2%	-0.1%	7	-6%	/	-4	-5	0
CN(C)C(=O)c1ccc(OCC(F)(F)F)nc1	-2%	0%	-0.4%	8	6%	-20	-8	-4	4
O=S1(=O)N=C(Nc2cccc(C(F)(F)F)c2)c2ccccc21	-3%	0%	2.0%	-22	5%	-5	-5	-5	13
CNNC(=S)NC1CC2CC1C1C=CCC21 (configuration not stated)	-2%	-11%	-2.0%	11	0%	1	-7	-2	2
CCc1cc(C(=O)N2CCN(S(=O)(=O)c3ccccc3F)CC2)sc1C	-2%	5%	2.2%	-5	0%	5	-12	-10	1
CCCn1c(C(C)Nc2nc(-c3ccc(OC)cc3)cs2)nc2ccccc21 (configuration not stated)	-2%	?	1.4%	-6	-22%	/	-5	4	1
CCC1CCC2(CC1)NC(=O)N(CC(=O)Nc1ccc(OC)c(Cl)c1)C2=O (configuration not stated)	-1%	3%	-0.8%	7	-5%	0	-18	-5	1

Sorted by formula weight (descending): three of the compounds above.
SMILES	Glioma ERSR ind	Vif-APOBEC3F blk	RXFP1 ag	D2 PAM	Vif-APOBEC3G blk	RXFP1 antag	D1 antag	D1 PAM	D1 ag
CCC1CCC2(CC1)NC(=O)N(CC(=O)Nc1ccc(OC)c(Cl)c1)C2=O (configuration not stated)	-1%	3%	-0.8%	7	-5%	0	-18	-5	1
O=S1(=O)N=C(Nc2cccc(C(F)(F)F)c2)c2ccccc21	-3%	0%	2.0%	-22	5%	-5	-5	-5	13
CN(C)C(=O)c1ccc(OCC(F)(F)F)nc1	-2%	0%	-0.4%	8	6%	-20	-8	-4	4

Other records:
SMILES	Glioma ERSR ind	Vif-APOBEC3F blk	RXFP1 ag	D2 PAM	Vif-APOBEC3G blk	RXFP1 antag	D1 antag	D1 PAM	D1 ag
COc1cccc(C(=O)N2c3cc(C)ccc3C(C)(c3ccccc3)CC2(C)C)c1 (configuration not stated)	-2%	8%	-1.3%	/	2%	-20	0	2	0
Clc1ccccc1CN1CCc2nc(N3CCN(c4ncccn4)CC3)ncc2C1	-1%	-4%	9.2%	-7	4%	?	7	3	1
N#CCC(=O)N/N=C/c1cc(Br)ccc1OCc1cccc2ccccc12	-2%	5%	-0.7%	-3	-12%	-2	4	-5	3
O=S(=O)(Nc1cccc(-c2ccc3nncn3n2)c1)c1ccc(Cl)s1	0%	-10%	1.4%	3	-11%	8	15	5	-1
NC(=O)NNc1ncc(C(F)(F)F)cc1Cl	-4%	3%	1.6%	0	3%	-1	21	-1	2
CCC1CCCCN1C(=O)CCn1c(=O)oc2ccccc21 (configuration not stated)	-3%	-8%	/	/	4%	-6	/	/	/
O=C(COC(=O)c1cnccn1)c1ccc(-c2ccccc2)cc1	-1%	2%	1.3%	-5	-4%	-2	-9	-3	9
N/C(=N\c1nc(CSc2ccc(Cl)cc2)cc(=O)[nH]1)Nc1ccccc1C(F)(F)F	-1%	-11%	0.4%	4	-3%	-1	-17	1	5
CCOC(=O)N1CCN(C(=O)c2cnn(-c3ccccc3)c2NC(=O)c2ccccc2F)CC1	-4%	-6%	-1.1%	21	-4%	-22	8	0	0
Cc1cccc(NC(=O)c2sc3nc4c(c(-c5ccco5)c3c2N)CCC4)c1	-7%	-12%	7.5%	3	2%	2	16	-4	7
CCOc1ccccc1-c1nnc(SCc2ccc(Cl)cc2)o1	-5%	-3%	2.0%	4	-4%	/	-29	4	61*
COc1ccc(-c2noc(-c3cccc(OC)c3OC)n2)cc1	-4%	1%	-3.2%	5	-2%	7	-15	-4	8
COC(=O)c1ccc(Cl)c(-c2ccc(/C=N/NC(=O)Nc3ccccc3)o2)c1	0%	2%	4.7%	4	-2%	-6	1	-8	1
CCOC(=O)CC1C(=O)NCCN1C(=O)COc1ccc(Br)cc1C (configuration not stated)	-3%	-1%	1.3%	6	-3%	/	14	-2	0
COc1ccc(C2NCCc3cc(OC)c(OC)cc32)cc1OC (configuration not stated)	-8%	0%	-0.3%	-6	-8%	4	0	-1	4
CC(=O)N1CCc2cc(S(=O)(=O)N3c4ccccc4CC3C)ccc21 (configuration not stated)	-2%	-10%	2.9%	-3	?	10	-4	-5	10
O=C1c2cccc3c([N+](=O)[O-])ccc(c23)C(=O)N1c1ccccn1	-17%	13µM*	1.3%	11	12%	19	-42*	-11	4
COc1ccc(S(N)(=O)=O)cc1C(=O)OCC(=O)N1CCCC(C)C1 (configuration not stated)	-2%	13%	/	/	1%	8	/	/	/
CN(Cc1ccccc1)C(=O)c1cnc2n(c1=O)CCS2	-5%	-4%	0.2%	-5	0%	17	-21	-6	2
COc1ccc(Nc2nc(-c3cccs3)cs2)cc1	17%	-11%	2.9%	-4	-3%	-20	12	2	2
Cc1ccc(/C=N\NC(=O)c2ccc(Cn3cc(Br)c([N+](=O)[O-])n3)o2)o1	0%	1%	0.3%	-7	0%	-19	-12	-3	0
O=C(NCCc1ccccc1)c1ccc(NCC2CCCO2)c([N+](=O)[O-])c1 (configuration not stated)	12%	-8%	-2.6%	10	-6%	0	-12	-8	1
COc1cc(C(=O)N2CCN(c3cccc(Cl)c3)CC2)ccc1OCC(=O)N1CCOCC1	-2%	-2%	/	/	0%	8	/	/	/
CC(C)(C)CC(C)(C)NC(=S)Nc1ccc2nc(-c3ccccn3)c(-c3ccccn3)nc2c1	-3%	-1%	10%	3	-1%	-1	5	-2	16
Cc1ccc(NC(=O)CSc2nc(N)c3c4c(sc3n2)CSC(C)(C)C4)cc1	-3%	9%	-0.8%	-3	-2%	-7	-10	0	3
COc1cc2nc(N(C)C)nc(N)c2cc1OC	2%	-2%	-1.0%	-13	4%	-1	0	-7	4
CN(C)S(=O)(=O)n1cnc([C@@H]2[C@H]3C(=O)OC[C@@H]3C[C@@]23N=CN(Cc2ccccc2)C3=O)c1	-3%	-13%	-0.3%	3	1%	/	/	2	1
COc1ccc(Nc2cc(C(=O)NCCCN3CCN(c4ccc(OC)cc4)CC3)c3ccccc3n2)cc1	-5%	-12%	2.6%	-2	-4%	-33	-3	-3	15
COc1ccc(CCNC(=O)CSCc2ccc([N+](=O)[O-])cc2)cc1OC	-6%	-2%	2.9%	4	1%	2	-26	0	5
CCOC(=O)C1(Cc2cccc(F)c2)CCN(Cc2cnn(CC)c2C)CC1	-6%	2%	-1.1%	9	0%	7	8	-1	2
Cc1ccc(C(=O)OCC(=O)Nc2ccc(C)c(S(=O)(=O)N3CCCCC3)c2)c(O)c1	-4%	1%	/	/	2%	6	/	/	/
O=c1[nH][nH]c(C(F)(F)F)c1C=Nc1ccccc1Cl	-6%	8%	-4.9%	22	-4%	11	-28	-7	4
CC(=O)c1cc2c(cc1NC(=O)CCc1c(C)nc3ncnn3c1C)OCO2	-2%	-10%	1.9%	0	-1%	4	3	3	2
Clc1cccc(-c2noc3ncnc(Nc4ccc5c(c4)OCO5)c23)c1	-4%	9%	-2.1%	-5	4%	/	-1	-4	0
O=C(C[n+]1ccccc1)N1c2ccccc2Sc2ccccc21	-1%	-2%	1.2%	7	-6%	-11	-3	-7	1
O=C(CCC1CCCC1)Nc1ccc(OCC(=O)N2CCOCC2)cc1	2%	5%	1.7%	20	-4%	-8	25	-5	0
CS(=O)(=O)Nc1ccc(OCc2ccccc2)cc1	8%	-10%	-0.3%	-6	7%	-1	10	-7	3
Cc1cc(S(=O)(=O)NCc2ccccc2)ccc1OCC(=O)NCc1ccccn1	3%	4%	1.5%	3	-7%	-5	3	-3	4
